CIT2 TOR yeast – yeast TOR pathway CIT2-GFP modulation; S. cerevisiae CIT2-GFP strain, flow cytometry, 3 h; 100 means same as DMSO wells; GFP response vs DMSO, % at 10 µM; hit rate 0.065% among 320,000;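 active = GFP response relative to DMSO above a set limit, near the screen mean plus 3 SD, cut at about 150% in these data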;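 note: ratio of well median GFP fluorescence to mean of DMSO wells on the plate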
GLD-1 RNA inh – GLD-1-TGE RNA interaction inhibition (C. elegans); hit rate 0.44% among 320,000; inhibition, % at 5.96 µM; Q17339; AID 2280; purified GLD-1 + fluorescein TGE RNA, fluorescence polarization;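 active = percent inhibition above a per-plate cutoff, the plate mean of test compounds plus 3 SD, cut at about 30% in these data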;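 note: 0% = DMSO wells with GLD-1 and probe and 100% = wells lacking GLD-1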
Target sequence (Q17339 whole entry, looked up): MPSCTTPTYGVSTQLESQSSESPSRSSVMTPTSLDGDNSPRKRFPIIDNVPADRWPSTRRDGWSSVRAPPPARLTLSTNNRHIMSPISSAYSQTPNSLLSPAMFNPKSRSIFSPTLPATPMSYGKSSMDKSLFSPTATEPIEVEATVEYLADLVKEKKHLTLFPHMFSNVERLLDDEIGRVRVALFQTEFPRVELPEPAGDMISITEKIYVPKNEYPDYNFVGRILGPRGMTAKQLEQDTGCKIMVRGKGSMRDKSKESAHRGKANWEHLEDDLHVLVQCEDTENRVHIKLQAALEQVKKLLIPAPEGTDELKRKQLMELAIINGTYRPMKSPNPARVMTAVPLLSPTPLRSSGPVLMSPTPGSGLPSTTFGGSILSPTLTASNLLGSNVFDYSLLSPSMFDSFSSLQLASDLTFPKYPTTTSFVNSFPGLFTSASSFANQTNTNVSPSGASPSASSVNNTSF
GRK2 aptamer HTS – inhibitors of human GRK2 displacing RNA aptamer. P25098. bead flow cytometry, FAM-aptamer displacement from GRK2. inhibition of aptamer binding, % at 10 µM. hit rate 0.59% among 330,000;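 active = inhibition of aptamer binding above 40%, roughly 3 SD of noise, on plates passing a quality check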;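 note: median bead fluorescence of bound FAM aptamer so fluorescent compounds give negative values; no value below 0 was filed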
VLA-4 inh – inhibition in a human VLA-4 binding assay; AID 2557; VLA-4 expressing cells, ligand binding flow cytometry; hit rate 0.2% among 330,000; inhibition, % (about 7 µM as worked out from the volumes in the protocol); in the data active = inhibition above about 50%
AGP1-GFP MLPCN – alters AGP1-GFP fluorescence in TOR pathway yeast screen | S. cerevisiae AGP1-GFP multiplex flow cytometry, 3 h; GFP as percent of DMSO wells | GFP response vs DMSO, % at 10 µM | hit rate 0.02% among 320,000;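 active = GFP response relative to DMSO above a set limit, near screen average plus 3 SD, cut at about 150% in these data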;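 note: median GFP channel fluorescence of the gated AGP1 strain per well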
Yeast superoxide – lowers age-related superoxide in aged yeast cells; S. cerevisiae aged cells, superoxide DHE fluorescence; hits give low values; superoxide response (% of plate mean), % at 10 µM; hit rate 0.18% among 330,000;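 active = superoxide response under a set limit, about three screen SD below normal, cut at about 65% in these data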;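 note: yeast aged for seven days with compound at 30 °C before DHE staining; 100% = average MFI of all compound-treated wells on the plate with controls excluded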
Bcl-xL primary – inhibitors of human Bcl-xL; Q07817; GST-Bcl-xL / FITC-Bim BH3 peptide fluorescence polarization; inhibition, % at 10.9 µM; hit rate 0.7% among 320,000;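 active = inhibition above the mean of all tested compounds plus 3 SD, cutoff set per campaign, cut at about 30% in these data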;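 note: 0% = DMSO wells and 100% = unlabeled Bim-BH3 peptide competitor; inhibitors lower millipolarization by displacing the labeled peptide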
MEX-5 binding – C. elegans MEX-5 TCR-2 RNA binding activity | Q9XUB2 | MEX-5/FITC-TCR2 RNA binding, fluorescence polarization; hits give low values | activity score (negative = inhibition of binding), % at 10 µM | hit rate 0.38% among 300,000 | AID 1832;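 active = inhibition past about -25% in most replicates, and total fluorescence under double the plate's negative control median, limit read from the data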;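 note: 0% = DMSO and -100% = 5 µM competing unlabeled TCR2 RNA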
Target sequence (Q9XUB2 whole entry, looked up): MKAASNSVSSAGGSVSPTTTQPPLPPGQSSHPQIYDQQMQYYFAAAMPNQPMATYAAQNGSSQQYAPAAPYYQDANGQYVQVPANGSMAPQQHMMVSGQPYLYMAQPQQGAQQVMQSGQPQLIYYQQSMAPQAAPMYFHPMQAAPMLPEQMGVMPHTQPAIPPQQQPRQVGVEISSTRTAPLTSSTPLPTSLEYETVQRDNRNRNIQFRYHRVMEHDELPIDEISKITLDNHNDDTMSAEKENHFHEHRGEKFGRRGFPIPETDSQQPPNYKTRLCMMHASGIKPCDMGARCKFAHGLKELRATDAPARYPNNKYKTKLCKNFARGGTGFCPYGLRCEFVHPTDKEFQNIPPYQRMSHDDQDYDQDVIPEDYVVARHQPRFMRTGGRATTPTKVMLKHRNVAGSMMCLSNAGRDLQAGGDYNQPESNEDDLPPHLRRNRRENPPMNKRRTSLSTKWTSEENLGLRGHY
MCL1 BIM primary – inhibitors of human MCL1 binding to BIM-BH3 peptide; Q07820; GST-MCL1 / FITC-Bim-BH3 fluorescence polarization; inhibition, % at 10.9 µM; hit rate 0.68% among 320,000;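 active = inhibition above the mean inhibition of all tested compounds plus 3 SD, set per campaign, cut at about 40% in these data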;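 note: 0% = DMSO wells and 100% = unlabeled Bim-BH3 peptide control; higher means more loss of mP so more displacement of Bim peptide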
* = called active by the depositor; nt = no result given; [ ] = another dose, or the depositor's remark.

SMILES | CIT2 TOR yeast | GLD-1 RNA inh | GRK2 aptamer HTS | VLA-4 inh | AGP1-GFP MLPCN | Yeast superoxide | Bcl-xL primary | MEX-5 binding | MCL1 BIM primary
O=C1CC(N2CCN(S(=O)(=O)c3ccc(Cl)cc3)CC2)C(=O)N1CCc1ccccc1 (centres undefined) | 91 | -4 | 4 | -6 | 89 | 101 | 5 | -0.4 | 3
CC(=N)C1=C(O)CC(C)(C)CC1=O | 102 | 6 | 0 | 0 | 102 | 98 | 3 | -1.5 | -2
CC(C)Oc1ccc(/C(O)=C2/C(=O)C(=O)N(Cc3cccnc3)C2c2ccco2)cc1 (centres undefined) | 105 | -1 | 0 | 7 | 106 | 106 | 1 | 1.3 | -2
O=C(CSc1nnc(-c2cccc(F)c2)o1)Nc1nncs1 | 102 | -7 | 2 | 12 | 99 | 106 | 1 | -1.2 | 1
Cc1cc(C)c2cc(C(=O)N3CCC(C(=O)c4ccc(F)cc4)CC3)[nH]c2c1 | 93 | -2 | 2 | -6 | 98 | 105 | 5 | nt | 9
COc1ccc2c(c1)c(N=NC(N)=S)c(O)n2CC(=O)c1ccccc1 | 121 | 0 | 3 | 4 | 116 | 97 | 9 | -1.1 | 11
Cc1onc(-c2ccccc2)c1C(=O)N1CCCC1 | 116 | 2 | 8 | 3 | 95 | 96 | 0 | -1.6 | -1
O=S(=O)(c1cc(F)ccc1F)N1CCC2(CC1)OCCO2 | 103[may fluoresce green] | -5 | 2 | 0 | 100[may fluoresce green] | 98 | 8 | -2.9 | 14
Cc1cc(C)cc(NC(=O)COC(=O)CCn2c(C)csc2=O)c1 | 92 | 0 | 0 | -6 | 94 | 107 | 0 | nt | -5
C=CCC[C@@H](Cc1ccc(F)cc1)C(=O)O[C@H](CNC(=O)[C@H](CC=C)CC(=O)N(CCO)Cc1ccccc1)c1ccccc1 | 97 | 11 | 1 | 12 | 100 | 88 | nt | nt | nt
CCOC(=O)N1CCC(N(CCN(C)C)C(=S)Nc2ccccc2OCC)CC1 | 103 | 6 | 1 | 2 | 102 | 96 | -4 | 0.6 | 0
O=C(CCNS(=O)(=O)c1ccccc1)OCC(=O)c1ccc(F)cc1 | 89 | -1 | 1 | 4 | 100 | 97 | 2 | 3.5 | -1
CC(=O)NC1(C2CCCCC2=O)CCCCC1 (centres undefined) | 99 | -2 | 0 | -14 | 98 | 104 | 5 | -0.8 | 8
CC1(C)CC(=O)C(C=NCCN2CCN(CC(=O)Nc3ccc(Cl)cc3)CC2)=C(O)C1 | 101 | -7 | 0 | -5 | 98 | 98 | 0 | -0.3 | -3
CC(=O)NC(Cc1c[nH]c2ccccc12)C(=O)Nc1ccc2c(c1)OCO2 (centres undefined) | 118 | 2 | 1 | -7 | 105 | 112 | 2 | 1.9 | 12
Cc1ccccc1NS(=O)(=O)c1ccc(C(=O)NCC(c2ccccc2)N(C)C)cc1 (centres undefined) | 90 | 8 | 0 | -12 | 89 | 123 | -1 | -2.4 | -1
N#Cc1ccc(CN2CCN(C(=O)Cn3nc(C(N)=O)c4ccccc4c3=O)CC2)cc1 | 88 | 12 | 3 | 2 | 91 | 101 | -8 | -1.4 | -19
CC(C)Cn1c(N2CCN(CC(=O)Nc3ccc(Cl)cc3)CC2)nc2ccccc21 | 97 | 2 | 0 | 13 | 101 | 91 | 10 | 2.0 | 1
COc1ccc(C(=O)COC(=O)Cn2cnc3ccccc3c2=O)c(OC)c1 | 103 | -2 | 2 | 3 | 105 | 104 | -4 | -1.7 | -1
CCOc1ccc2c(c1)S/C(=C\c1cccs1)C(=O)N2 | 99 | 3 | 3 | -2 | 103 | 94 | 9 | 0.8 | 4
COc1ccc(NC(=O)Nc2nccs2)cc1 | 99 | 3 | 0 | 9 | 98 | 90 | 2 | -0.6 | 4
Cc1ccc2c(c1)C(c1ccc(F)cc1)N(C(=O)C1CC1)CC(=O)N2 (centres undefined) | 100 | 4 | 1 | -1 | 104 | 90 | 2 | -2.2 | 1
Cc1cc(C)cc(CN2C(=O)NC3(CCCCCC3)C2=O)c1 | 104 | 1 | 7 | 26 | 99 | 103 | -9 | 2.2 | -12
C#CCOCCOCCOCCNc1nc(N2CCN(C(=O)CCCCCCCCCCNC(=O)[C@H](CCCCN)n3cc(C)nn3)CC2)nc(N2CCN(C(=O)CCCCCCCCCCNC(=O)[C@H](CCCCN)n3cc(CCCC(=O)O)nn3)CC2)n1 | 86 | -6 | 0 | 23 | 83 | 104 | -1 | nt | 5
CC(CC(=O)N1CCN(S(=O)(=O)c2ccc([N+](=O)[O-])cc2)CC1)c1ccccc1 (centres undefined) | 101 | 4 | 0 | -4 | 100 | 106 | -7 | nt | -11
COc1cc(C2C(C(=O)c3ccco3)=C(O)C(=O)N2Cc2cccnc2)cc(OC)c1OC (centres undefined) | 92 | 1 | 2 | 1 | 87 | 111 | -3 | -0.1 | -4
Cc1ccccc1OCC(=O)NCC(=O)OCC(=O)c1ccc([N+](=O)[O-])cc1 | 102 | 0 | 4 | -6 | 99 | 96 | 6 | 1.9 | 11
COc1cccc(/C=N/Nc2nnc(C)n2N)c1O | 105 | -1 | 2 | 3 | 103 | 74 | 4 | -3.0 | 3
C=CC[C@H]1CC(C)=C[C@H](CC=C)N1C(=O)c1cc(COc2ccccc2SC)on1 | nt | 8 | 4 | -38 | 92 | 103 | 4 | 5.6 | 0
O=S(=O)(NCc1cc(-c2ccccc2Cl)no1)c1ccccc1 | 97 | 10 | 11 | -5 | 100 | 99 | 2 | 0.1 | 3
COC(=O)c1cc(S(=O)(=O)N2CCN(Cc3ccccc3)CC2)cn1C | 103 | 3 | 1 | 30 | 105 | 95 | 1 | -0.7 | -8
COc1cc(C2/C(=C(\O)c3ccc4c(c3)OCCO4)C(=O)C(=O)N2Cc2ccco2)ccc1O (centres undefined) | 110 | 13 | 1 | 18 | 97 | 102 | 4 | 0.2 | 9
CSCCC(NS(=O)(=O)c1ccc(C)cc1)C(=O)N1CCCC1 (centres undefined) | 90 | -3 | 0 | 11 | 101 | 94 | -2 | -0.3 | -3
C=CCn1c(P(=O)(O)c2ccccc2)nc2ccccc21 | 93 | -3 | 1 | 3 | 100 | 92 | 10 | -4.0 | 3
O=C(O)C1Cc2ccccc2CN1C(=O)CCl (centres undefined) | 87 | 8 | 1 | 7 | 79 | 89 | 5 | -2.0 | 6
NC(=O)C1CCCN(C(=O)NC2CCCCC2)C1 (centres undefined) | 97 | 2 | 0 | 21 | 102 | 100 | 3 | 0.1 | -4
Cc1nc(CNC(=O)C2CCC(=O)N(Cc3cccc(F)c3)C2)sc1C (centres undefined) | 97 | 2 | 0 | -16 | 94 | 97 | 3 | -1.0 | 3
COc1ccc([C@H]2CC(=O)C=C(/C=C/Cc3ccccc3)C2)cc1 | 93 | -1 | 0 | 7 | 96 | 116 | 0 | nt | -6
O=S(=O)(Nc1ccc2c(c1)OCCO2)c1cccc2nsnc12 | 104 | -2 | 0 | 12 | 103 | 91 | 1 | 1.4 | 0
O=C(Nc1ccc(Cl)cc1)Nc1cc(S(=O)(=O)N2CCOCC2)ccc1N1CCCC1 | 100 | 7 | 1 | -7 | 99 | 84 | 3 | 1.4 | 9
CCOc1ccccc1NCc1cc(=O)oc2cc(C)c(O)cc12 | 108 | nt | 1 | 18 | 99 | 99 | nt | 1.0 | nt
CC[C@H](C)[C@H](NC(N)=O)C(=O)OCC(=O)NCc1ccc(Cl)cc1 | 96 | 8 | 0 | 1 | 89 | 102 | 6 | 0.9 | -3
O=[N+]([O-])c1cc(-c2csc(NCCc3nc4cc(Cl)c(N5CCCCC5)cc4n3CCCO)n2)ccc1Cl | 92 | 6 | 1 | -3 | 90 | 108 | 3 | 0.2 | 9
CCN(CC(=O)Nc1c(F)cccc1F)C(=O)c1ccc(C#N)cc1 | 103 | 0 | 0 | -6 | 103 | 102 | 4 | 2.2 | -5
O=C(NN1CCCCC1)c1cccc2ccccc12 | 100 | 2 | 0 | 4 | 99 | 108 | -3 | 1.4 | -12
Cc1ccc(C(=O)N/C(=C\c2ccc(-c3ccc(Cl)cc3)o2)C(=O)NCCCN(C)C)cc1 | nt | -6 | 2 | 8 | 13[may fluoresce violet] | 119 | -3 | -2.6 | 1
COc1ccccc1Oc1nc(-c2ccccc2)cc(C)c1S(C)(=O)=O | 98 | 2 | 0 | 1 | 96 | 86 | 4 | 0.2 | 3
COc1cc(-c2ccc(NC(=O)NC3CC3)c(OC)c2)ccc1NC(=O)NC1CC1 | 95 | 5 | 0 | 4 | 95 | 119 | 1 | -0.2 | -7
Cc1cc(S(=O)(=O)Nc2ccc(C(=O)N3CCN(C(=O)c4ccco4)CC3)cc2)ccc1F | 92 | 1 | 2 | 4 | 96 | 107 | 7 | 2.5 | 1
CC(/C=C/c1ccco1)=N\NC(=O)COc1ccc(C)c(C)c1 | 91 | -5 | 0 | -18 | 86 | 122 | 4 | 1.2 | 13
CC1=C(C(=O)OC(C)C)C(c2ccccc2)NC(=S)N1C (centres undefined) | 104 | 4 | 0 | 8 | 103 | 101 | 8 | 1.5 | 7
Cc1noc(C)c1COc1ccc(C(=O)NCCc2ccc(F)cc2)cc1 | 92 | 5 | 0 | 50* | 99 | 86 | 3 | nt | 2
FC(F)(F)c1ccc(Cl)c(NC(=S)N/N=C/c2ccccc2C(F)(F)F)c1 | 93 | 1 | 0 | -1 | 90 | 110 | 0 | 0.3 | 1
O=C1CCCC2=C1C(c1ccc(Cl)cc1)n1c(s/c(=C\c3ccc4ccncc4c3)c1=O)=N2 (centres undefined) | 82 | -4 | 0 | -23 | 94 | 99 | -6 | -4.7 | 0
CCC(=O)NC(NC(=S)Nc1ccc(S(N)(=O)=O)cc1)C(Cl)(Cl)Cl (centres undefined) | 101 | 2 | 0 | 20 | 102 | 118 | 4 | -0.4 | 7
CCCn1c(=N)n(CC(=O)C(C)(C)C)c2ccccc21 | 112 | 6 | 0 | 14 | 101 | 97 | 5 | 2.8 | 8
COCCNCCCCOc1c(Cl)cc(C)cc1Br | 99 | 7 | 0 | 5 | 96 | 128 | 1 | -2.3 | 3
COc1ccccc1N1CCN(CC(=O)Nc2c(C)n(C)n(-c3ccccc3)c2=O)CC1 | 106 | 2 | 2 | -8 | 101 | 118 | 8 | 0.6 | 2
C/C(Cl)=C/Cn1c(NCCN(C)C)nc2c1c(=O)n(C)c(=O)n2C | 93 | -9 | 1 | -8 | 104 | 102 | 8 | 1.0 | -2
O=C1C2N=NN(CC(=O)N3N=C(c4ccccc4)CC3c3ccc([N+](=O)[O-])cc3)C2C(=O)N1c1ccccc1 (centres undefined) | 100 | -9 | 0 | 0 | 92 | 103 | 5 | -1.6 | 2
CCn1ccnc1CN(C)Cc1nc(-c2ccc(C(=O)OC)cc2)no1 | 102 | 4 | 0 | 3 | 107 | 91 | 5 | 0.4 | 2

Record cards, as listed above.
Entry for O=C1C2N=NN(CC(=O)N3N=C(c4ccccc4)CC3c3ccc([N+](=O)[O-])cc3)C2C(=O)N1c1ccccc1 (centres undefined) : CIT2 TOR yeast: 100; GLD-1 RNA inh: -9; GRK2 aptamer HTS: 0; VLA-4 inh: 0; AGP1-GFP MLPCN: 92; Yeast superoxide: 103; Bcl-xL primary: 5; MEX-5 binding: -1.6; MCL1 BIM primary: 2
Entry for CC(/C=C/c1ccco1)=N\NC(=O)COc1ccc(C)c(C)c1 : CIT2 TOR yeast: 91; GLD-1 RNA inh: -5; GRK2 aptamer HTS: 0; VLA-4 inh: -18; AGP1-GFP MLPCN: 86; Yeast superoxide: 122; Bcl-xL primary: 4; MEX-5 binding: 1.2; MCL1 BIM primary: 13
